Screening results: PubChem, The Scripps Research Institute Molecular Screening Center
TEAD-YAP block = TEAD-YAP interaction inhibition. HEK-TIYL cells, TEAD-Gal4/YAP UAS-luciferase luminescence. inhibition, % at 9.12 µM. 1.4% of 640,000 active; in the data active = inhibition above about 32%;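 note: 0% = median of test compound wells and 100% = reference inhibitor wells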
FBW7 act = human FBW7 E3 ligase activation, primary screen. Q969H0. AlphaScreen FBW7–phospho-cyclin E peptide binding, activator screen. normalized activity (activation), % at 26.1 µM. 0.13% of 650,000 active. AID 1259310; in the data active = normalized activity above about 1.9%;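 note: purified mutant Fbw7 with reduced substrate affinity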
MITF inh = inhibitors of human MITF. inhibition, % at 2.6 µM. AlphaScreen MITF homodimerization, bead proximity signal. O75030. 0.91% of 650,000 active. AID 1259374; in the data active = inhibition above about 50%;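 note: 0% = vehicle wells with protein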
Target sequence (O75030 whole entry, looked up): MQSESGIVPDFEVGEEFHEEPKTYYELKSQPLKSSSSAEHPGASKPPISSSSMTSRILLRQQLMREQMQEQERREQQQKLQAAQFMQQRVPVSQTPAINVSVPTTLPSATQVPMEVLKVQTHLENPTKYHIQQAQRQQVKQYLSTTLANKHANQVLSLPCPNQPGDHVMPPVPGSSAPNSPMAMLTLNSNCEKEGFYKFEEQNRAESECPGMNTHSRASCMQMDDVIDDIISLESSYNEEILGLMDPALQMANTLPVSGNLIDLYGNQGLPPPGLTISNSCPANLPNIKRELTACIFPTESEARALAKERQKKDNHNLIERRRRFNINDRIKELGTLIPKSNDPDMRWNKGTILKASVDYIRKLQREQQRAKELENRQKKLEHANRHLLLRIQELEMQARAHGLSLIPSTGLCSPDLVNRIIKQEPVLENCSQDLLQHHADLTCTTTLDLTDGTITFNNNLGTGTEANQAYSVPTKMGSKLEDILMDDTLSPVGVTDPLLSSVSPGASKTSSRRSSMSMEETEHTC
GPR151 activ = activates the human receptor GPR151; Q8TDV0; PathHunter beta-arrestin GPR151 cells, luminescence; activation, % at 11.2 µM; 1% of 650,000 active; in the data active = activation above about 4.9%;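 note: 0% = median of compound wells and 100% = cells with positive control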
Target sequence (Q8TDV0 whole entry, looked up): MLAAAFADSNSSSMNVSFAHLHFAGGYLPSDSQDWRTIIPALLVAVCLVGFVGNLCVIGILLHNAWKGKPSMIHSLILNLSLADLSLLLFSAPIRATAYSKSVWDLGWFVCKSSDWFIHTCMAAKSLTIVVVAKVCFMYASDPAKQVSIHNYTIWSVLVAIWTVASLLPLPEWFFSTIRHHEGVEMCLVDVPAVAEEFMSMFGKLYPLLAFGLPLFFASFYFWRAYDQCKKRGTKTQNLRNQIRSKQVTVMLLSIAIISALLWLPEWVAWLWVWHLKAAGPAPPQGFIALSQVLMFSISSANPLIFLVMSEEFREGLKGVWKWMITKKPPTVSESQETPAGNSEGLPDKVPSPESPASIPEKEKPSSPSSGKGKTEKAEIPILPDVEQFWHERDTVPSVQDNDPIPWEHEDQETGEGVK
* hit, by the source's call; / = no result given.

canonical_smiles | TEAD-YAP block | FBW7 act | MITF inh | GPR151 activ
O=c1c2ccccc2nc(/C=C\c2ccc(F)cc2)n1-c1ccc(Cl)cc1 | -6 | 0.2 | -8 | 0.1
CCN1CCN(Cc2cccc(OC)c2OC)CC1 | -9 | 0.4 | -5 | -1.6
O=C1NC(c2cccnc2)Nc2ccccc21 (stereo not given) | 18 | -0.1 | 2 | 1.0
C=C1N2CCC(CC2)C1(O)c1ccc(C)cc1 (stereo not given) | 2 | 0.0 | -10 | 1.5
CCNC(=O)N1CCN(CCc2c[nH]c3ccccc23)CC1C(=O)NC (stereo not given) | 7 | 0.0 | -1 | -0.8
CN(C)CCN(C(=O)Cc1ccc(F)cc1)c1nc2ccccc2s1 | -14 | 0.1 | -4 | -1.0
Cc1cc(Cl)ccc1OCC(=O)N1CCN(Cc2ccccc2)CC1 | 7 | -0.2 | 3 | 0.6
O=C(COc1ccc2oc3c(c2c1)CCCC3)N1CCN(Cc2ccc3c(c2)OCO3)CC1 | 5 | -0.2 | -9 | -0.6
Clc1ccc(CN2CCN(Cc3cccc(Cl)c3)CC2)cc1 | -2 | -0.2 | 71* | -0.1
O=c1c2ccccc2nc(-c2cccs2)n1-c1ccc(Br)cc1 | 1 | 0.0 | -8 | -1.3
CN1CCN(C(=O)Cc2ccc(Br)cc2)CC1 | -21 | -0.1 | -3 | 4.3
O=C(c1ccccc1F)c1cc(Br)ccc1NC(=O)c1c(O)c2ccccc2[nH]c1=O | -7 | -0.1 | 1 | -0.8
Clc1cccc(N2CCN(Cc3ccccc3)CC2)c1 | 13 | 0.0 | 2 | 1.4
CNCCc1c[nH]c2ccc(CS(=O)(=O)O)cc12 | 2 | 0.0 | -6 | 0.9
Cc1nn(CC(=O)N2CCC3(CC2)OCCO3)c(=O)c2cccn12 | -9 | -0.1 | -10 | 0.0
NC1=Nc2ccccc2Sc2ccccc21 | -27 | -0.1 | -1 | 5.3*
NC(=O)c1ccc(NC(=O)C(Cl)(Cl)Cl)cc1 | 2 | 0.0 | -5 | 2.4
Cc1ccccc1C1N(c2ccccn2)C(=O)C2CCCN21 (stereo not given) | 4 | 0.0 | 13 | 0.1
COc1ccc(CN2CCN(C(C)C)CC2CCO)c(F)c1 (stereo not given) | -2 | -0.1 | -2 | -1.7
CC[C@H](C)[C@@H]1NC(=O)[C@H]2CN(Cc3ccccn3)CCN2C1=O | 7 | -0.1 | 2 | -0.4
C=C1C(O)(c2ccccc2)C2CC[N+]1(C)CC2 (stereo not given) | 0 | 0.2 | 14 | -0.6
O=c1[nH]c(=O)n(-c2ccc(Cl)cc2)c(O)c1C=Nc1cccc(O)c1 | 2 | 0.0 | 11 | 2.3
CCCCC/C=C\C/C=C\C/C=C\C/C=C\CCCC(=O)Nc1cccc([N+](=O)[O-])c1 | / | / | 14 | 1.6
O=C(O)Cc1c(Cl)sc2ccc(Cl)cc12 | -5 | 0.6 | 11 | -1.1
N#Cc1ccc(NC(=O)CSc2n[nH]c(N)n2)cc1Cl | 14 | 0.0 | -1 | 0.2
O=C(CN1CCOCC1)c1ccccc1 | -3 | 0.5 | 17 | -0.4
O=c1c2ccccc2nc(/C=C/c2ccc([N+](=O)[O-])cc2)n1-c1ccc(Br)cc1 | 1 | -0.1 | 3 | 1.6
CCCCC/C=C\C/C=C\C/C=C\C/C=C\CCCC(=O)NCc1ccc(O)c(OC)c1 | / | / | 6 | 1.7
Cc1nc2ccccc2c(=O)n1-c1cccc(Br)c1 | 3 | 0.4 | -4 | 2.0
c1ccc(CCN2CCc3nc4ccncc4cc3C2)cc1 | -3 | 0.1 | 25 | 2.2

Grouped by structure, those above with an NH in an aromatic ring (five)
canonical_smiles | TEAD-YAP block | FBW7 act | MITF inh | GPR151 activ
CCNC(=O)N1CCN(CCc2c[nH]c3ccccc23)CC1C(=O)NC (stereo not given) | 7 | 0.0 | -1 | -0.8
O=C(c1ccccc1F)c1cc(Br)ccc1NC(=O)c1c(O)c2ccccc2[nH]c1=O | -7 | -0.1 | 1 | -0.8
CNCCc1c[nH]c2ccc(CS(=O)(=O)O)cc12 | 2 | 0.0 | -6 | 0.9
O=c1[nH]c(=O)n(-c2ccc(Cl)cc2)c(O)c1C=Nc1cccc(O)c1 | 2 | 0.0 | 11 | 2.3
N#Cc1ccc(NC(=O)CSc2n[nH]c(N)n2)cc1Cl | 14 | 0.0 | -1 | 0.2

(listing goes on)
canonical_smiles | TEAD-YAP block | FBW7 act | MITF inh | GPR151 activ
COc1ccc(-n2nc(C(=O)NCC(=O)N3CCC4(CC3)OCCO4)c3ccccc3c2=O)cc1Cl | -23 | -0.1 | -3 | 0.7
COc1ccccc1C(=O)C1CCCN(Cc2cnc(C)[nH]2)C1 (stereo not given) | -2 | 0.5 | 12 | -1.2
Cc1cc2c(c(=O)o1)C1(C(=O)Nc3ccccc31)C(C(=O)OCc1ccccc1)=C(N)O2 (stereo not given) | -7 | -0.1 | 7 | -0.5
CC(C)c1onc(C(=O)N2CCC3(CC2)OCCO3)c1[N+](=O)[O-] | -1 | -0.2 | 1 | 1.2
COc1ccccc1CNCCc1ccc(Cl)cc1 | 7 | 0.7 | 43 | -1.4
O=[N+]([O-])c1cc2c(cc1CNCCc1ccccc1)OCO2 | -8 | 0.0 | 29 | 0.7
CN1CCN(c2ccc(C(N)=O)cc2[N+](=O)[O-])CC1 | -5 | 0.0 | -9 | 0.5
Nc1cc(C(=O)Nc2ccc(Cl)cc2)ccc1N1CC2CC(C1)c1cccc(=O)n1C2 (stereo not given) | -9 | -0.1 | 1 | 0.9
NC(=NCCCC(N)C(=O)O)N[N+](=O)[O-] (stereo not given) | -7 | 0.2 | 15 | -1.2
CCN1CCN(Cc2ccccc2[N+](=O)[O-])CC1 | -2 | -0.1 | 44 | 3.5
O=c1cccc2n1CC1CC2CN(Cc2ccnc3ccccc23)C1 (stereo not given) | 1 | 0.1 | 2 | -0.2
NCCCP(=O)(O)CC1CCCCC1 | / | 0.0 | -3 | -0.3
FC(F)(F)c1cccc(NC2=NCCCS2)c1 | 3 | -0.1 | 0 | 1.5
CCOC(=O)C1C2NC(=S)N(CCCOC)C1(C)Oc1c(OC)cccc12 (stereo not given) | -9 | 0.2 | 21 | 0.0
COc1ccccc1CN1CCN(Cc2ccccc2OC)CC1 | -8 | -0.2 | 75* | -0.6
COc1cc(Br)c([N+](=O)[O-])cc1[N+](=O)[O-] | 43* | 0.0 | 37 | 0.3
CCNC(=O)N1CCC2(CC1)OCc1cc(-c3ccc(Cl)cc3)ccc1O2 | -7 | 0.3 | -10 | 1.8
C[C@@]12N[C@@H](Cc3ccccc31)c1ccccc12 | / | 0.0 | 2 | 0.1
CC(C)(C)P(=S)(c1ccncc1)N1CCCCCC1 (stereo not given) | -12 | -0.1 | -7 | 1.6
CC(C)(CO)N1CC1C(=O)OCc1ccccc1 (stereo not given) | 3 | 0.0 | -1 | -0.2
O=C1NC(=O)C(=Cc2ccc(C(=O)O)cc2)C(=O)N1 | 3 | -1.4 | 6 | 0.5
CC(C)c1ccc(N2Cc3ccccc3C2=N)cc1 | -28 | 0.3 | 1 | -3.6
COC(=O)c1ccc(CN(C)C)o1 | 2 | 0.3 | 4 | 3.1
CCCCCCC1C(C#N)=C(N)Oc2c1c(=O)oc1ccccc21 (stereo not given) | 0 | -0.2 | 3 | 0.1
Cn1ccnc1C1(O)CC2CCC(C1)N2CC(=O)Nc1ccc(N2CCCCC2)cc1 (stereo not given) | -9 | -0.2 | 0 | -0.4
CNC(Cc1c[nH]c2ccccc12)C(=O)O (stereo not given) | 2 | -0.1 | 11 | -1.0
CN1CCN(c2cc(N3CCNCC3)c([N+](=O)[O-])cc2F)CC1 | -1 | 0.0 | -4 | 3.6
O=C(COc1ccc(Cl)cc1)Nc1ccc(Br)cc1C(=O)c1ccccc1 | -5 | -0.3 | -6 | 1.3
CN(C(=O)Oc1c(Cl)cc(Cl)c2cccnc12)c1ccccc1 | 13 | -0.1 | 1 | 0.0
C[C@H](Cc1ccc2c(c1)OC(C(=O)O)(C(=O)O)O2)NC[C@H](O)c1cccc(Cl)c1 | -4 | -0.2 | 3 | 0.8
O=c1c2ccccc2nc(/C=C\c2ccc(F)cc2)n1-c1ccccc1F | -14 | 0.0 | -5 | 1.5
C=CCOC(=O)C1C2NC(=S)N(c3ccccc3)C1(C)Oc1ccccc12 (stereo not given) | -13 | -0.7 | 19 | 1.3
CC(C)CCN1CCN(Cc2c(F)cccc2Cl)CC1CCO (stereo not given) | -12 | -0.1 | -8 | 0.8
CCN1C(=O)C2(C(C(=O)OC)=C(N)Oc3cc(C)n(CCOC)c(=O)c32)c2ccccc21 (stereo not given) | 5 | 0.0 | 6 | -1.0
O=c1c2ccccc2nc(Cc2ccccc2)n1-c1ccc([N+](=O)[O-])cc1 | -7 | -0.1 | 4 | 2.9
CN1C2CCC1CC(OC(=O)C(c1ccccc1)c1ccccc1)C2 (stereo not given) | -6 | 0.9 | 22 | 5.1*
CC(=O)OC1CCC2(C)C(=CCC3C2CCC2(C)C3CC3(C(C)=O)OC32)C1 (stereo not given) | 10 | -0.2 | 0 | -1.2
c1ccc(CN2CCN(Cc3ccc4c(c3)OCCO4)CC2)cc1 | -1 | -0.2 | -1 | -0.6
O=C(CN1CCOCC1)Nc1ccc(Br)cc1C(=O)c1ccccc1 | -5 | 0.0 | 1 | 0.0
COc1cccc(N2CCN(Cc3ccccc3[N+](=O)[O-])CC2)c1 | 6 | 0.0 | 41 | -0.6
O=C1NC(=O)C(CCc2ccncc2)(CCc2ccncc2)C(=O)N1C1CCCCCC1 | 5 | -0.1 | -22 | -0.8
COc1ccc(CN(C)C)c(OC(=O)N(C)C)c1 | 8 | 0.0 | -3 | 0.0
CCOC(=O)C1=C(C)OC(N)=C(C#N)C12C(=O)Nc1ccccc12 (stereo not given) | -1 | 0.1 | -2 | -0.9
CCOc1cccc(/C=C2/C(O)C3CCN2CC3)c1 (stereo not given) | -3 | 0.0 | -4 | -0.4
OC(c1ccncc1)(c1ccc(F)cc1)c1ccc(F)cc1 | -2 | 0.0 | 16 | 0.4
COc1ccc(-c2nc3ccccc3c(=O)n2-c2nccs2)cc1 | 5 | 0.4 | 3 | 0.8
COc1ccc(CN2CCN(CCO)CC2)cc1OC | -1 | 0.1 | 14 | 0.2
CN1CC=C(c2c[nH]c3ccccc23)CC1 | -4 | -0.2 | -3 | 0.0
COc1ccccc1CNC(=O)CN1C2CCC1CC(O)(c1ccco1)C2 (stereo not given) | 14 | -0.2 | 42 | -0.6
O=c1c2ccccc2nc(-c2ccc([N+](=O)[O-])cc2)n1-c1cccc(Cl)c1 | 0 | 0.1 | 0 | -2.0
COc1cc(C2C(C#N)=C(N)Oc3c2c(=O)oc2ccccc32)ccc1OC(=O)c1cccs1 (stereo not given) | -18 | 0.2 | -10 | 1.8
O=c1c2ccccc2nc(-c2ccccc2Cl)n1-c1ccccc1O | -6 | -0.1 | -3 | 1.1
O=c1c2ccccc2nc(C(F)(F)F)n1-c1ccc(Br)cc1 | -43 | 0.2 | 8 | -1.0
CN1CCN(c2cc(N3CCCC3)c([N+](=O)[O-])cc2F)CC1 | 12 | -0.2 | 14 | 1.5
COc1ccccc1-n1c(/C=C\c2ccccc2[N+](=O)[O-])nc2ccccc2c1=O | 10 | -0.1 | -6 | 0.9
Cc1ccc2c(c1)C(c1ccc(F)cc1)=NCC(=O)N2 | 12 | -0.1 | 6 | -1.7
CCOP(=O)(C(NC(=O)OC)=C(Cl)Cl)c1ccccc1 (stereo not given) | 3 | 0.2 | 3 | -0.7
CCN1C(=O)C(=Cc2ccc(N(CC)CC)cc2)C(=O)N(CC)C1=S | 7 | 0.1 | 7 | -0.6
COC(=O)C1=C(N)Oc2cc(C)n(C)c(=O)c2C12C(=O)N(Cc1cccc(C)c1)c1ccccc12 (stereo not given) | -3 | 0.2 | 4 | -0.2
O=C1/C(=C\c2ccc(F)cc2)N2CCC1CC2 | 5 | 0.0 | 3 | -0.9

Part of the list above in order of molar mass, low to high.
canonical_smiles | TEAD-YAP block | FBW7 act | MITF inh | GPR151 activ
CC(C)c1ccc(N2Cc3ccccc3C2=N)cc1 | -28 | 0.3 | 1 | -3.6
CCN1CCN(Cc2cccc(OC)c2OC)CC1 | -9 | 0.4 | -5 | -1.6
O=c1c2ccccc2nc(Cc2ccccc2)n1-c1ccc([N+](=O)[O-])cc1 | -7 | -0.1 | 4 | 2.9
CCOC(=O)C1C2NC(=S)N(CCCOC)C1(C)Oc1c(OC)cccc12 (stereo not given) | -9 | 0.2 | 21 | 0.0

A portion of the library; rates above refer to the full screens.
